MPTP inh: inhibitors of mitochondrial permeability transition pore; isolated mouse mitochondria, Ca2+ swelling absorbance, 30 min; inhibition, % at 10 µM; hit rate 1.4% among 360,000; AID 602449;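 active = inhibition of 50% or more, scaled per plate between neutral and stimulator controls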;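 note: 0% = DMSO wells given calcium and 100% = 1 mM EGTA wells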
* marks the source's active call; other numbers are inactive results. These rows are one share of the data; rates above refer to the full screens.

#	SMILES	MPTP inh
1	COc1cc(-c2cc3nc(NCc4cccc(Cl)c4)ccn3n2)cc(OC)c1OC	1.6
2	O=C(Nc1ccccc1)c1cc(C2COCCN2C(=O)c2ccccn2)on1 (stereo unspecified)	0.1
3	COc1ccc(C(O)c2ncc(-c3ccc(Cl)cc3)[nH]2)cc1 (stereo unspecified)	3.1
4	COc1ccc(C=C(C(=O)c2ccccc2)C(=O)c2ccccc2)cc1	0.2
5	Cc1cccc(C)c1NC(=O)C(c1cccc2ccccc12)n1c(=O)c(-c2ccco2)nc2ccccc21 (stereo unspecified)	7.6
6	CC(=O)Nc1nnc([N+](=O)[O-])s1	-1.3
7	Cc1cn([C@H]2C[C@H](O)[C@@H](CNCc3ccc(CN(C)S(C)(=O)=O)o3)O2)c(=O)[nH]c1=O	-0.4
8	O=S(CC(O)c1ccccc1)c1ccccc1 (stereo unspecified)	-1.8
9	Cc1onc(-c2c(F)cccc2Cl)c1C(=O)Nc1cc2cc([N+](=O)[O-])ccc2oc1=O	1.7
10	Cc1cccc(C)c1N1C(=O)c2ccccc2NC(=O)C1C(=O)NCCc1ccccc1F (stereo unspecified)	-0.8
11	C[C@H](CO)N1C[C@H](C)[C@@H](CN(C)S(=O)(=O)c2ccc3c(c2)OCCCO3)OCc2cn(nn2)CCCC1=O	-0.5
12	CCN(CC(=O)Nc1ccc(NC(C)=O)cc1)C(=O)C1CC(=O)N(c2ccc3c(c2)OCCO3)C1 (stereo unspecified)	1.4
13	CC1(c2nnnn2Cc2ccccc2)CCC(=O)N1CCOc1ccccc1 (stereo unspecified)	-1.4
14	CN1CCN(C(=O)OC2CC3CC2[C@H]2CCCCN2C3=O)CC1 (stereo partly specified)	-2.0
15	COc1cccc(CC(=O)Nc2ccc3c(c2)c(=O)n(C)n3-c2ccc(C(C)(C)C)cc2)c1	6.3
16	CN(C)c1ccc(NC(=O)Nc2nnc([C@H]3C[C@H](O)[C@@H](CO)O3)s2)cc1	0.6
17	C[C@@H]1CN([C@H](C)CO)C(=O)CCCn2cc(nn2)CO[C@H]1CN(C)S(=O)(=O)c1ccccc1	-2.2
18	CCC(CC)C(C(=O)NCc1ccccc1)N1CCN(C(=O)C2CCCO2)CC1 (stereo unspecified)	0.5
19	CCOC(=O)C1(C)CCCCN1C(=O)c1cccnc1 (stereo unspecified)	-0.3
20	CC(=O)NC(c1cccc(F)c1)c1nc(-c2cccc(C(F)(F)F)c2)cs1 (stereo unspecified)	0.1
21	Cc1cc(C)cc(Cn2cc(CN3CC(N4CCN(Cc5ccccc5F)CC4)CS3(=O)=O)nn2)c1 (stereo unspecified)	0.1
22	COc1cccc(CNc2nc3cc(-c4cccc(Cl)c4)sc3c(=O)n2C)c1OC	1.5
23	COc1ccc2nc(Cl)c(C=O)c(N3CCOCC3)c2c1	-0.1
24	Nc1nc2ccccc2n1S(=O)(=O)c1ccccc1	0.0
25	CCCCCCCCN1C(=O)[C@H](CC(=O)NCC23CC4CC(CC(C4)C2)C3)C[C@@]2(C(=O)OCC)CCCC=C12	0.8
26	Cn1c(-c2ccccc2)cc(=NNS(C)(=O)=O)c2cc(S(=O)(=O)O)ccc21	-0.2
27	CC1(C)CC(=O)C=C(c2cccc(OC(=O)c3ccc(Br)cc3)c2)C1=O	-2.3
28	CS(=O)(=O)Nc1ccc(-c2cccc3nccn23)cc1	-0.2
29	CCOC(=O)[C@]12CCCC=C1N(CCc1ccc(OC)c(OC)c1)C(=O)[C@H](CC(=O)N1CCN(C(=O)C3CC3)CC1)C2	5.9
30	S=C(Nc1ccccc1)Nc1ccccn1	0.5
31	Cc1ccc(S(=O)(=O)N2C[C@H]3N(C(=O)OC(C)C)N(C(=O)OC(C)C)C[C@H](OC(=O)NCc4ccccc4)[C@@]3(O)C2)cc1	-1.1
32	COc1cc(OC)cc(C2=Cc3ccccc3C(CC(=O)c3ccco3)N2c2ccc(-c3ccc(C(N)=O)cc3)cc2)c1 (stereo unspecified)	-0.1
33	CCc1ccccc1CC1CN(Cc2ccccc2)Cc2ccccc2N1c1ccc(OC)cc1 (stereo unspecified)	1.1
34	Cn1nc(SCc2ccccc2)c(=O)[nH]c1=O	0.2
35	Cc1ccc(CNC(=S)Nc2ccc3c(c2)c(=O)n(C)n3Cc2cccc(C(F)(F)F)c2)cc1	26
36	CC1(c2nc3ccccc3[nH]2)c2ccccc2C(=O)N1Cc1ccccn1 (stereo unspecified)	-1.7
37	O=S(=O)(c1ccc(NC(=S)NC23CC4CC(CC(C4)C2)C3)cc1)N1CCCCC1	90*
38	Cc1c(C(=O)Nc2nccs2)oc2ccccc12	-0.5
39	CCC(c1nc2ccccc2[nH]1)n1c(=O)c(-c2ccco2)nc2ccccc21 (stereo unspecified)	0.6
40	CCOc1ccc(-c2cccc(NS(=O)(=O)c3cccc([N+](=O)[O-])c3)c2)nn1	1.0
41	CCC(c1nc2ccccc2[nH]1)n1c(-c2ccnc(Cl)c2)nc2ccccc21 (stereo unspecified)	-1.7
42	C[C@H]1CN([C@@H](C)CO)S(=O)(=O)c2ccc(Br)cc2O[C@H]1CN(C)C(=O)Cc1ccccc1	0.6
43	Cc1ccc(Sc2ccc(NC(=O)c3ccc(F)cc3)cc2C#N)cc1	72*
44	C[C@H](CO)N1C[C@H](C)[C@@H](CN(C)S(=O)(=O)c2cccs2)OCc2cnnn2CCCC1=O	-1.5
45	CN[C@@H](CO)C(=O)NC[C@H]1O[C@@H](n2cc(C)c(=O)[nH]c2=O)C[C@@H]1O	-0.3
46	CCCc1nc2ccc(C(=O)OC)cn2c1Cc1ccccc1	-0.5
47	O=C(OCc1ccccc1)N1CCC2CC1c1cc(-c3cc4ccccc4o3)ccc12 (stereo unspecified)	-1.6
48	CCCCN(C=O)c1c(CC)nc2c(OCC(=O)C(C)(C)C)cccn12	-0.3
49	CC1(C(=O)NS(=O)(=O)Cc2cccc(Cl)c2)CCN1C(=O)Cc1ccc(-c2ccccc2)cc1 (stereo unspecified)	1.5
50	C[C@@H]1CN([C@@H](C)CO)S(=O)(=O)c2ccc(Br)cc2O[C@H]1CN(C)C(=O)c1ccncc1	-0.1

Pulled by compound from the list above (2):
#	SMILES	MPTP inh
16	CN(C)c1ccc(NC(=O)Nc2nnc([C@H]3C[C@H](O)[C@@H](CO)O3)s2)cc1	0.6
10	Cc1cccc(C)c1N1C(=O)c2ccccc2NC(=O)C1C(=O)NCCc1ccccc1F (stereo unspecified)	-0.8

Other structures follow.
#	SMILES	MPTP inh
51	COc1cccc(C(NC(C)=O)c2nc(-c3ccccc3OC)cs2)c1 (stereo unspecified)	-1.4
52	O=[N+]([O-])c1ccc(-c2cn(-c3ccc(Cl)cc3)cn2)cc1	0.3
53	c1ccc(NN(Cc2ccncc2)c2ccccc2)cc1	0.4
54	CCCCn1nnnc1C(c1ccccc1)N1CCN(c2ccc(OC)cc2)CC1 (stereo unspecified)	-0.3
55	COc1cc(CNc2ncnc3c2ncn3[C@H]2CN(Cc3cc(OC)c(OC)c(OC)c3)C[C@@H](CO)O2)cc(OC)c1OC	-0.5
56	COc1ccc(CNC(=O)OC2CC3CC2[C@H]2CCCCN2C3=O)cc1 (stereo partly specified)	-0.5
57	CC1(C(=O)NS(=O)(=O)c2ccccc2)CCN1C(=O)Cc1ccc(Cl)cc1Cl (stereo unspecified)	-0.2
58	CCCCCCCCN1C(=O)[C@H](CC(=O)NCc2cccs2)C[C@@]2(C(=O)OCC)CCCC=C12	-2.1
59	COc1cc(C(=O)C(=O)N2CCC(Cc3ccccc3)CC2)cc2ccccc12	-1.1
60	O=S1(=O)CC(N2CCN(Cc3ccccc3F)CC2)CN1Cc1cn(Cc2ccc(Cl)cc2)nn1 (stereo unspecified)	0.2
61	COc1ccc(CCCNC(=O)C2Cc3c(-c4cccc(NC(C)=O)c4)ccnc3O2)cc1 (stereo unspecified)	1.3
62	Cc1ccc(F)c(S(=O)(=O)NC(=O)C2(C)CCN2C(=O)Cc2ccccc2)c1 (stereo unspecified)	-0.3
63	CCCN1CCN(CCCNC(=O)CN2C(=O)COc3ccc(C(C)(C)C)cc32)CC1	-1.9
64	COc1ccc(Cc2c(C(C)(C)C)nc3cc(C)c(Br)c(C)n23)c(C)c1	3.2
65	OCCc1ccc(NCCc2ccco2)cc1	-0.1
66	O=C1NC[C@H](CCCCN2C[C@H](Cc3ccc(O)cc3)N(Cc3ccccc3)C(=O)C2=O)N(CCc2ccc(O)cc2)C1=O	-0.5
67	CNC(=O)C1CN(C(=O)c2nn(Cc3ccccc3)c(=O)c3ccccc23)c2ccccc2O1 (stereo unspecified)	-0.5
68	CC1=C(C(=O)N(C(C)C)C(C)C)CC(CC(=O)NCCCCc2ccccc2)C(=O)N1Cc1ccccc1 (stereo unspecified)	-1.5
69	CCOC1=C2[C@@H](CN(S(=O)(=O)c3ccccc3C)[C@H]2c2ccc(Cl)cc2)[C@H]2C(=O)N(c3ccccc3)C(=O)[C@H]2C1	-1.4
70	Cc1ccc(F)cc1C(=O)N1CCCC(c2cc(C(=O)Nc3ccccc3)no2)C1 (stereo unspecified)	0.7
71	OC[C@@H]1CN(Cc2ccc(Cl)cc2)C[C@H](n2cnc3c(N4CCCC4)ncnc32)O1	-2.4
72	Cc1ccc(S(=O)(=O)N2CC3(O)CN(C(=O)OC(C)C)N(C(=O)OC(C)C)CC3(OC(=O)NCc3ccccc3F)C2)cc1 (stereo unspecified)	0.7
73	Cc1ccc(OC2CCN(C(=O)[C@H]3O[C@@H](n4ccc(=O)[nH]c4=O)[C@H](O)[C@@H]3O)CC2)cc1	-1.0
74	CCCCNC(=O)C1(C)CCN1C(=O)c1cc(-c2cccs2)oc1C (stereo unspecified)	-0.3
75	COCCNC(=O)C1CCCN(C(=O)c2ccc(OC)c(F)c2)CC1 (stereo unspecified)	-1.3

Rewritten as labelled records: part of the list above
52: O=[N+]([O-])c1ccc(-c2cn(-c3ccc(Cl)cc3)cn2)cc1
  MPTP inh: 0.3
55: COc1cc(CNc2ncnc3c2ncn3[C@H]2CN(Cc3cc(OC)c(OC)c(OC)c3)C[C@@H](CO)O2)cc(OC)c1OC
  MPTP inh: -0.5
57: CC1(C(=O)NS(=O)(=O)c2ccccc2)CCN1C(=O)Cc1ccc(Cl)cc1Cl (stereo unspecified)
  MPTP inh: -0.2
62: Cc1ccc(F)c(S(=O)(=O)NC(=O)C2(C)CCN2C(=O)Cc2ccccc2)c1 (stereo unspecified)
  MPTP inh: -0.3

(more compounds)
#	SMILES	MPTP inh
76	COC(=O)[C@@]12C[C@@H](CC(=O)N3CCN(C(=O)C4CC4)CC3)C(=O)N(Cc3ccc4c(c3)OCO4)C1=CCC(C)(C)C2	-0.7
77	COc1ccc(C(C)(O)c2nc(-c3ccc4c(c3)OCO4)cs2)cc1 (stereo unspecified)	2.1
78	Clc1ccccc1-c1cc2nc(NCCCn3ccnc3)ccn2n1	0.5
79	C[C@H](CO)N1C[C@H](C)[C@@H](CN(C)C(=O)Cc2ccccc2)OCCCC[C@H](C)Oc2ccc(NC(=O)NC3CCCCC3)cc2C1=O	0.2
80	CC(C)NC(=O)CN1CCN(C(c2cc3ccccc3o2)c2nnnn2C(C)(C)C)CC1 (stereo unspecified)	-1.2
81	CC(=O)Nc1cc(-c2ccc(F)cc2)cn2c(-c3ccc(F)c(Cl)c3)cnc12	-1.8
82	OC(c1cccc(Cl)c1)c1nc(-c2cc3ccccc3o2)cs1 (stereo unspecified)	0.1
83	CCC(=O)N1CCC(C)(C(=O)Nc2ccc3c(c2)OCCO3)C1 (stereo unspecified)	0.6
84	COc1ccccc1-c1cc2nc(NCCc3ccc(S(N)(=O)=O)cc3)ccn2n1	0.4
85	CC(=O)Nc1cccc(-c2ccnc3c2CC(C(=O)Nc2ccc(Cl)cc2)O3)c1 (stereo unspecified)	1.9
86	COCCN(C(=O)CSc1nnc(-c2cccc(Cl)c2)n1N)c1c(N)n(CC(C)C)c(=O)[nH]c1=O	0.3
87	C[C@H](CO)N1C[C@H](C)[C@@H](CN(C)C(=O)Nc2ccccc2)Oc2ncc(-c3ccc(C#N)cc3)cc2C1=O	-0.7
88	CC(OC(=O)c1ccc2c(c1)OCO2)C(=O)NC1CCCCC1 (stereo unspecified)	-0.6
89	COCCNC(=O)C1(C)CCN(Cc2ccc3ccccc3c2Br)C1 (stereo unspecified)	0.1
90	COC(=O)CC1(C(=O)OC)Nc2cc(Cl)c(Cl)cc2S(=O)(=O)N1O (stereo unspecified)	-0.4
91	CC(C)Nc1nc(Nc2ccc(Cl)cc2F)c2sccc2n1	3.0
92	OC[C@@H]1CN(Cc2ccc(F)cc2)C[C@H](n2cnc3c(N4CCOCC4)ncnc32)O1	0.8
93	C[C@H](CO)N1C[C@H](C)[C@H](CN(C)S(=O)(=O)c2cccs2)Oc2ncc(-c3cc4ccccc4o3)cc2C1=O	-1.1
94	O=C(Nc1cccc2c1CCCC2)c1cc(C2CCCCN2C(=O)OCCF)on1 (stereo unspecified)	-0.9
95	Cc1ccc(S(=O)(=O)N2[C@@H](Cc3ccccc3)CO[C@H]2CC(=O)OCc2ccccc2)cc1	0.6
96	COc1ccc(N2CCN(C(=O)C(=O)c3cn(CC(=O)N4CCCC4)c4ccccc34)CC2)cc1	0.7
97	CN1[C@@H](Cc2ccccc2)COc2cc(N3CCSCC3)ccc2S1(=O)=O	0.5
98	N#CCCN(Cc1ccccc1)C(C(=O)NC1CCCCC1)c1ccnc2ccccc12 (stereo unspecified)	-1.1
99	COCCNc1nc(-c2cc(F)ccc2C)c2sc(-c3ccccc3)cc2n1	0.5
100	C[C@@H]1CN([C@H](C)CO)C(=O)CCCn2cc(nn2)CO[C@H]1CN(C)C(=O)OCc1ccccc1	0.8
101	O=C(NCc1ccc(C(F)(F)F)cc1)c1ccc(-c2ccc(F)c(F)c2)c2ccoc12	2.2
102	O=c1cc(CN2CCN(c3ccccc3)CC2)c2ccccc2o1	-2.3
103	CC1(C(=O)NCc2ccccc2)CN(S(C)(=O)=O)CC(=O)N1CCc1c[nH]c2ccccc12 (stereo unspecified)	-0.7
104	CN(C)CCNC(=O)c1cccc2c(-c3ccc(F)c(F)c3)coc12	-0.8
105	Nc1ccn([C@@H]2O[C@H](CNS(=O)(=O)c3cc4ccccc4s3)[C@@H](O)[C@H]2O)c(=O)n1	-0.7
